TRPM1 prom inh = inhibitors of MITF-driven TRPM1 promoter in melanoma cells. 330,000 compounds, 0.83% hits. AID 488899. inhibition, % at 12.5 µM. SK-MEL-5 TRPM1 promoter luciferase, 24 h;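 active = mean inhibition across replicates of 60% or more, whatever share of single replicates reaches that level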; also: values of inactives mirror those of a sister screen read the other way
NR2E3 ag-1 = agonists of human NR2E3 nuclear receptor | CHO-S Gal4-NCOR/VP16-NR2E3 two-hybrid, luciferase | 360,000 compounds, 0.35% hits | Q9Y5X4 | inhibition of corepressor binding, % at 3.98 µM | AID 602229;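 active = inhibition above the mean of all tested compounds plus 3 SD, cut at about 70% in these data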;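 also: 0% = DMSO with NR2E3 transfected cells and 100% = cells lacking NR2E3 construct; higher means lower luciferase signal from less NR2E3 corepressor binding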
Target sequence (Q9Y5X4 whole entry, looked up, the tested form may be a part): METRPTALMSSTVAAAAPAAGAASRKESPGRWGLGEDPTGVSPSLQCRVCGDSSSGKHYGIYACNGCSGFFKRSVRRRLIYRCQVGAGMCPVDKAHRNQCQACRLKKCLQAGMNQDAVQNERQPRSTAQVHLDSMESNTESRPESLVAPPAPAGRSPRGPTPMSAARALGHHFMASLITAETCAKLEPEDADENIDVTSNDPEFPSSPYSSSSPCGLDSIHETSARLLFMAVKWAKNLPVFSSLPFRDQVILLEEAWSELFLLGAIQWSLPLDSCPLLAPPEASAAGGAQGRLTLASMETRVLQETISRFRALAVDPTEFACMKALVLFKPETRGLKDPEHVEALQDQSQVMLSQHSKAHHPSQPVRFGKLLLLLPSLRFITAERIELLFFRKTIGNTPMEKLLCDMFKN
C8 TRAIL sens = caspase-8 TRAIL sensitization. NB7+C8 cells + TRAIL, ATPlite viability luminescence. inhibition (viability loss, TRAIL sensitization), % at 10 µM. 360,000 compounds, 1% hits;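 active = compounds causing at least 50% loss of cell viability in the single-dose screen, relative to plate controls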
HIF-2a inh = HIF-2a inhibition | 360,000 compounds, 0.72% hits | 786-0 RCC cells HIF-2a reporter, luciferase luminescence, overnight | AID 624352 | inhibition, % at 18.8 µM;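 active = inhibition of the luminescence signal of 40% or more relative to plate controls, in a single-dose primary screen at 18.75 µM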
Peg3 prom inh = Peg3 promoter activity inhibition. 360,000 compounds, 1.7% hits. HeLa PEG-Prom luciferase reporter, luminescence, overnight. AID 588405. inhibition, % at 20 µM;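 active = inhibition of at least 50% at 20 µM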
iPSC survival up = increases survival of single human iPS cells. hiPSC single-cell survival, ATPlite luminescence; 100% = ROCK inhibitor wells, 0% = DMSO. survival enhancement, % at 20 µM. 360,000 compounds, 0.044% hits; in the data active = survival enhancement above about 18%;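 also: cells exposed to compounds for 16 hours before the ATP read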
CF NFkB block = inhibitors of cystic fibrosis induced NF-kB | KKLEB NF-kB-GFP reporter, PAF-induced, GFP fluorescence overnight | inhibition, % at 5 µM | 360,000 compounds, 0.86% hits;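 active = at least 50% inhibition at 5 µM, scaled per plate between neutral and stimulator controls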;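 also: PAF is a Pseudomonas aeruginosa culture filtrate used as stimulus; plate controls were PAF-stimulated DMSO wells for no effect and unstimulated DMSO wells for full effect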
EBV LMP1 NFkB = inhibitors of Epstein-Barr LMP1-induced NF-kappaB reporter; LMP1-induced NF-kappaB luciferase reporter cells, luminescence; inhibition, % at 12.5 µM; 350,000 compounds, 0.69% hits; AID 504558; in the data active = inhibition above about 41%;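 also: 0% = neutral control wells and 100% = reference inhibitor control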
KKLEB tox = CF airway cell cytotoxicity counter-screen | KKLEB CF airway cells viability, ATPlite luminescence, overnight; hits give low values; cells stimulated with P. aeruginosa culture filtrate | 360,000 compounds, 0.36% hits | activity change (cytotoxicity), % at 5 µM;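 active = corrected activity change at or below -50% at 5 µM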
NR2E3 ag-2 = NR2E3 (human) agonism; Q9Y5X4; AID 2300; inhibition of corepressor binding, % at 4.78 µM; GST-NR2E3/biotin-RetCOR TR-FRET, 1536-well; 320,000 compounds, 0.12% hits;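 active = percent inhibition above the cutoff of mean plus 3 SD of all tested compounds, set per screening campaign, cut at about 20% in these data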;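 also: 0% = DMSO wells and 100% = biotin wells as full block of FRET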
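System: GST-tagged NR2E3 plus biotinylated RetCOR corepressor; Amount: 1.35 nM GST-tagged NR2E3 final; Dosing: single nominal compound dose of 4.8 µM; Schedule: 5 h incubation at 4 °C; Technique: TR-FRET with europium anti-GST and streptavidin-D2, 340 nm excitation; Controls: biotin wells as high control, 0.6% DMSO wells as low control.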
Shn3 inh set2 = reduces Shn3 3'UTR luciferase signal in osteoblasts | inhibition, % at 12.5 µM | 360,000 compounds, 0.52% hits | Clone20 osteoblast Shn3 3'UTR firefly luciferase, 24 h;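 active = mean inhibition of at least 75% with every replicate also reaching 75%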;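 also: 0% = median of neutral control wells and 100% = pilot-screen positive control compound; some compounds past the cut are filed as inactive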
* marks the source's active call; other numbers are inactive results; x = not tested or not shown. Only part of the results is shown; rates above refer to the full screens.

SMILES | TRPM1 prom inh | NR2E3 ag-1 | C8 TRAIL sens | HIF-2a inh | Peg3 prom inh | iPSC survival up | CF NFkB block | EBV LMP1 NFkB | KKLEB tox | NR2E3 ag-2 | Shn3 inh set2
O=C(Nc1ccc(O)c2c(=O)cc(-c3cccc(Cl)c3)oc12)c1ccccc1Cl | 21 | -17 | 11 | -5 | -12 | 6.7 | -4 | -3 | -17 | -2 | -46
CN(CCOc1cccc2ccccc12)Cc1ccccc1 | 2 | -1 | -4 | 9 | 0 | -0.5 | 2 | 8 | 3 | -4 | 2
O=C(NCc1ccc(OC(F)(F)F)cc1)c1cccc2c1C(=O)c1ccc(N3CCC(Cc4ccccc4)CC3)cc1S2(=O)=O | 20 | -5 | 6 | 6 | -1 | -1.3 | -39 | 19 | -12 | x | 62
CC(=O)Nc1ccc(C(=O)COC(=O)CCc2ccccc2)c(F)c1 | 2 | -13 | 21 | 18 | 6 | 0.0 | -21 | -1 | 16 | -1 | -4
COc1ccc(/C=N/NC(=O)c2ccc(C)nc2)cc1O | 0 | 11 | 2 | 18 | 12 | -0.6 | -9 | 8 | 6 | 2 | -4
Cc1cc(NC(=O)CSc2nccn2-c2cccc(Cl)c2)no1 | 2 | 3 | -13 | 3 | -5 | -0.5 | -14 | 3 | -4 | 2 | 10
N#Cc1ccc(C#Cc2ccc3oc4ccccc4c(=O)c3c2)cc1 | -1 | -5 | 2 | -20 | -2 | -1.2 | 4 | 2 | -30 | x | -5
COc1ccc(OC)c(C2=NOC(C(=O)NCC3CCCO3)C2)c1 (centres undefined) | 1 | 20 | -3 | -6 | -12 | -2.9 | 8 | 4 | -6 | -1 | -14
COc1ccc(CC(=S)N2CCOCC2)cc1F | 7 | -4 | 2 | 25 | 10 | 5.3 | -2 | -7 | 5 | -1 | 4
O=C(NCc1ccco1)c1ccc2c(=O)n(Cc3ccco3)c(SCC(=O)N3CCCC3)nc2c1 | 11 | -34 | 6 | 21 | 19 | -1.5 | -16 | 4 | 14 | 1 | -6
CCCn1nnnc1NCc1ccccc1OCc1cccs1 | 10 | -14 | -5 | -3 | 0 | -0.9 | 12 | -5 | -13 | 2 | 0
CCN1C(C)=CC(=O)[C@@H](O)[C@H]1c1ccccc1Br | 8 | 8 | -6 | -1 | -2 | 1.7 | -13 | 0 | 5 | x | -24
CCn1c(Oc2ccccc2C)nc2c1c(=O)n(C)c(=O)n2C | -6 | -18 | -25 | 30 | 10 | 0.9 | 42 | 8 | -2 | x | 10
Cc1ccc(S(=O)(=O)NCC(=O)N2CCOCC2)cc1 | -2 | 7 | -10 | 10 | 8 | -1.2 | -11 | -6 | -25 | -4 | -32
CC1CCCN(C(=O)CSc2nc3ccccc3o2)C1 (centres undefined) | -52 | -95 | 2 | -169 | -209 | 0.2 | -8 | -1 | 6 | 5 | -39
CC1(C)CC(=O)C(C=NCCN2CCNCC2)=C(O)C1 | 8 | -13 | 2 | 1 | 2 | 0.0 | 1 | -4 | 6 | 4 | 5
CC1CN(C(=O)CSc2nc(-c3ccc(F)cc3)cs2)CC(C)O1 (centres undefined) | -7 | 5 | -2 | -18 | -16 | 0.5 | -18 | 13 | 16 | 1 | 21
Nc1ccc(-c2nnc(-c3ccc(N)cc3)o2)cc1 | -97 | -95 | 41 | -207 | -247 | -0.5 | -25 | -14 | -4 | 7 | -96
CCCc1cc(=O)oc2cc(OC(=O)CN3C(=O)NC4(CCCC4)C3=O)ccc12 | -5 | -25 | -19 | -11 | 24 | -0.4 | 23 | 1 | 5 | -3 | -12
COc1ccccc1N(CC(=O)NCCSCc1ccco1)S(=O)(=O)c1ccccc1 | 3 | -24 | -20 | 14 | -6 | 0.5 | 19 | -1 | -7 | 2 | 12
CCCN(C(=O)Cn1ncc2c(=O)oc3ccccc3c21)c1cccc(C)c1 | -12 | -14 | -11 | 0 | 12 | 0.0 | -12 | 1 | -4 | 1 | -5
Cc1ccc(-c2noc(CCC(=O)Nc3cc(C)ccn3)n2)cc1 | -3 | -4 | 1 | -5 | -13 | -0.7 | -12 | 1 | 11 | -2 | 16
CCOC(=O)Nc1nc(C)c(C(=O)c2ccc(Cl)cc2)s1 | 7 | -1 | -9 | 16 | 18 | 1.6 | 22 | -4 | 7 | -8 | 3
O=C1CCc2ccc(NS(=O)(=O)c3ccc(F)cc3)cc2N1 | 7 | 21 | 0 | -15 | -13 | -0.9 | -22 | 0 | -8 | 3 | -18
CCC1(C)CC2(CCCN(CCC(O)(c3ccccc3)c3ccccc3)C2)CCO1 (centres undefined) | -14 | -15 | 12 | 6 | 13 | -0.6 | 9 | 9 | -16 | -3 | 12
Cc1ccc(C(=O)N/C(=C/c2ccc(-c3ccc([N+](=O)[O-])cc3)o2)C(=O)NCCCN(C)C)cc1 | 15 | 10 | 47 | -8 | 109* | -0.1 | -1 | -8 | -10 | -1 | -11
O=C(Nc1ccc(S(=O)(=O)Nc2nccs2)cc1)C1CCCCC1 | 4 | -11 | -5 | 9 | 7 | -2.1 | 5 | 5 | -1 | 1 | -17
O=C(NCc1ccccn1)C1CC(=O)N(C2CCCC2)C1 (centres undefined) | 9 | 1 | -2 | 11 | 3 | -0.3 | 6 | 3 | -4 | 3 | -4
CNc1nc(N2CCc3ccccc32)ncc1F | -14 | -84 | 14 | -276 | -223 | 0.5 | -26 | -41 | -3 | -1 | -70
CC(NC(=O)Cn1nc(-c2ccccc2)ccc1=O)c1ccccc1 (centres undefined) | -6 | -2 | -3 | 0 | 6 | -0.3 | -7 | -1 | 9 | -4 | 1
COc1ccc(OCc2nc(C#N)c(NCCCn3ccnc3)o2)cc1 | 5 | 17 | 1 | 10 | 5 | 0.1 | 10 | -4 | 10 | 2 | -2
COc1ccccc1N1CCN(C(=O)CN(C)S(=O)(=O)c2cc(C)ccc2OC)CC1 | 0 | -4 | -4 | 7 | 26 | -1.4 | 2 | 5 | 0 | 1 | -6
COC(=O)c1ccccc1NC(=O)CSc1nnc(-c2cccnc2)n1N | -2 | -9 | 7 | 11 | -8 | 0.5 | -8 | -6 | 0 | 2 | 8
CCc1ccc(NC(=O)c2c(C(=O)Nc3ccccc3)sc3nc(C)cc(=O)n23)cc1 | 0 | 2 | -3 | -5 | 6 | 0.4 | 19 | -5 | 0 | 2 | 1
Cc1cnc(C(=O)OCC(=O)c2csc(N3CCCCC3)n2)cn1 | -12 | -24 | 10 | -66 | -23 | 1.4 | -1 | -6 | 0 | 4 | 3
CCn1c(Cc2ccccc2)nnc1SCC(=O)Nc1ccc2c(c1)OCO2 | 4 | -12 | -1 | 9 | 9 | 0.4 | -5 | -1 | 5 | -3 | 10

Single records, as listed above. Values in the order: TRPM1 prom inh	NR2E3 ag-1	C8 TRAIL sens	HIF-2a inh	Peg3 prom inh	iPSC survival up	CF NFkB block	EBV LMP1 NFkB	KKLEB tox	NR2E3 ag-2	Shn3 inh set2
Entry for `CC(=O)Nc1ccc(C(=O)COC(=O)CCc2ccccc2)c(F)c1` → 2	-13	21	18	6	0.0	-21	-1	16	-1	-4
Entry for `O=C(Nc1ccc(S(=O)(=O)Nc2nccs2)cc1)C1CCCCC1` → 4	-11	-5	9	7	-2.1	5	5	-1	1	-17

Peg3 prom inh: hit marks shown above.
Molecule	TRPM1 prom inh	NR2E3 ag-1	HIF-2a inh	Peg3 prom inh	CF NFkB block	EBV LMP1 NFkB	NR2E3 ag-2	Shn3 inh set2
Cc1ccc(C(=O)N/C(=C/c2ccc(-c3ccc([N+](=O)[O-])cc3)o2)C(=O)NCCCN(C)C)cc1	15	10	-8	109*	-1	-8	-1	-11

The list continues.
SMILES | TRPM1 prom inh | NR2E3 ag-1 | C8 TRAIL sens | HIF-2a inh | Peg3 prom inh | iPSC survival up | CF NFkB block | EBV LMP1 NFkB | KKLEB tox | NR2E3 ag-2 | Shn3 inh set2
COc1ccc(-c2nc(CSCC(=O)NC3CC3)c(C)o2)cc1OC | -9 | 13 | -6 | 5 | 8 | 0.1 | 16 | -3 | 4 | -1 | -17
CCCNC(=O)c1cccc(COc2ccccc2OC)c1 | 21 | -146 | 5 | -53 | -139 | -2.6 | 3 | 0 | -14 | 1 | -18
S=C(NC1CCCC1)NC1CC1 | -5 | -7 | -4 | 9 | 13 | -0.2 | -11 | -2 | -4 | -3 | 21
O=C(COC(=O)[C@@H]1CCCN1C(=O)c1cccs1)Nc1ccc(F)cc1[N+](=O)[O-] | -6 | 1 | -5 | 11 | 10 | -0.5 | 15 | 1 | -11 | 5 | -21
CCn1c(=S)sc2c(=O)[nH]c(C)nc21 | 7 | -21 | -5 | 8 | 0 | -0.1 | 4 | -1 | 0 | 1 | 17
Fc1cccc(Cl)c1CSc1nnnn1-c1ccc2c(c1)OCO2 | 1 | -34 | 1 | -25 | 31 | -1.2 | 27 | -14 | -23 | -1 | 6
COc1ccc(-n2cccc2C=O)cc1 | 5 | -6 | -7 | 11 | -2 | 0.1 | 8 | -2 | 7 | 0 | 0
Cc1cc(C)c(S(=O)(=O)N2CCCOC2CNC(=O)C(=O)NCc2ccccn2)c(C)c1 (centres undefined) | 3 | -9 | 9 | 13 | 2 | -1.3 | 1 | 10 | 8 | -1 | 4
O=C(NCc1n[nH]c(=S)n1-c1ccc(Cl)c(Cl)c1)c1ccco1 | -2 | -19 | -3 | 11 | 9 | 1.4 | -13 | 0 | 22 | 3 | -2
O=C(CCN1C(=O)c2ccccc2C1=O)Nc1ccccn1 | -1 | 9 | -9 | -5 | -1 | -0.6 | -9 | -1 | 3 | 0 | -9
COc1ccc(N2CCN(C(=O)c3ccncc3)CC2)cc1 | -2 | -13 | -3 | 10 | 0 | 1.6 | 1 | -4 | 15 | 4 | 8
CCc1ccc(-c2cc(C)no2)cc1S(=O)(=O)NCCc1ccc(OC)c(OC)c1 | -9 | -8 | -1 | -16 | 29 | 0.4 | 14 | 2 | -5 | 2 | 10
CSCCC(NC=C1C(=O)OC(C)(C)OC1=O)C(=O)O (centres undefined) | 16 | 11 | 0 | 11 | 10 | 5.6 | -1 | 12 | 1 | 3 | 47
CCCCn1c(SCC(=O)NCc2ccco2)nnc1-c1ccco1 | -2 | -3 | -2 | 27 | 3 | 2.3 | 17 | 5 | 1 | 2 | -16
Cc1ccc(NC(=O)CN(c2ccccc2F)S(C)(=O)=O)cc1 | -26 | 3 | -9 | 11 | 8 | -1.8 | -5 | -2 | 7 | 3 | -17
CCc1ccccc1NC(=O)CNC(=O)CNC(=O)c1cccs1 | -1 | -13 | 29 | 12 | 3 | 0.6 | 11 | 12 | 4 | -1 | -10
COc1ccc(CN2C(=NC(=O)CCC3CCCC3)SC3CS(=O)(=O)CC32)cc1 (centres undefined) | 0 | -19 | -8 | 6 | 12 | -0.2 | -1 | 5 | 5 | -3 | 2
C=CCn1c(SCC(=O)Nc2ccccc2OC)nc2c([nH]c3ccccc32)c1=O | 46 | -4 | 17 | 15 | 7 | -0.6 | 55* | -22 | -57* | 1 | 31
CCN1CCN(c2nc3c(C)cccn3c(=O)c2C=C(C#N)C#N)CC1 | -1 | -34 | 13 | 13 | 2 | -0.2 | 1 | 4 | -8 | x | -2
OCC[C@H]1C[C@H](O)[C@@H](O)[C@@]2(CCCO2)O1 | 5 | -9 | -7 | 7 | 13 | -1.7 | 9 | 3 | 7 | 4 | 6
